Bioassay records from PubChem BioAssay.
LYPLA1 inh: blocks human lysophospholipase 1, a PME1 counter-screen. inhibition, % at 5.9 µM. O75608. 320,000 tested, 0.16% active. recombinant LYPLA1, FP-Rh probe fluorescence polarization. AID 2174;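 active = inhibition above the mean of all tested compounds plus 3 SD, set per campaign, cut at about 14% in these data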;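 also: inhibitors block serine hydrolase probe labeling of LYPLA1 so polarization falls; 0% = enzyme with DMSO and 100% = wells lacking LYPLA1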
PAFAH2 inh: inhibitors of human PAFAH2. Q99487. recombinant PAFAH2, FP-rhodamine activity probe, fluorescence polarization. inhibition, % at 3.39 µM. 340,000 tested, 0.99% active;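 active = inhibition above the mean over all tested compounds plus 3 SD, cut at about 30% in these data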;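 also: inhibitors block probe labeling of enzyme so polarization drops; 0% = enzyme with DMSO and 100% = wells lacking PAFAH2 protein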
pPAFAH FP inh: inhibitors of human plasma PAF acetylhydrolase (pPAFAH) | Q13093 | recombinant pPAFAH, FP-rhodamine probe fluorescence polarization | inhibition, % at 3.39 µM | 330,000 tested, 1.5% active | AID 463082;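 active = inhibition above the mean inhibition across the screen plus 3 SD, cut at about 25% in these data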;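 also: inhibitors block binding of the rhodamine activity-based probe so polarization drops; 0% = enzyme with DMSO and 100% = wells lacking pPAFAH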
PAFAH1B2 inh: PAFAH1B2 (human) inhibition. recombinant PAFAH1B2, FP-rhodamine activity probe, fluorescence polarization. inhibition, % at 3.39 µM. 340,000 tested, 1.2% active;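 active = inhibition above the mean of all tested compounds plus 3 SD, cut at about 24% in these data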;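 also: 0% = enzyme with DMSO and 100% = wells lacking PAFAH1B2; many of its hits are not listed in these tables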
Target sequence (P68402 whole entry, looked up): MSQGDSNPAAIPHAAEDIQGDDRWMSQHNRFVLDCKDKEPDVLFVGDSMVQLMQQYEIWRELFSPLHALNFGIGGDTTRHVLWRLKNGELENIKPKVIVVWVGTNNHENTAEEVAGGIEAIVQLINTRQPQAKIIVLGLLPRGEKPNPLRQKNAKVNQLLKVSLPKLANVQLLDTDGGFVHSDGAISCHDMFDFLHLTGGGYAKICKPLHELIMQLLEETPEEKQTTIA
Fam108B inh: counter-screen for RBBP9 inhibitors: inhibitors of mouse Fam108B; 300,000 tested, 0.33% active; inhibition, % at 9.51 µM; recombinant Fam108B, FP-Rh probe fluorescence polarization; AID 1947;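 active = inhibition above the screen mean inhibition plus 3 SD, computed separately per campaign, cut at about 18% in these data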;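 also: inhibitors lower polarization as less probe binds the enzyme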
PAFAH1B3 FP inh: PAFAH1B3 (human) inhibition | Q15102 | recombinant PAFAH1B3, FP-rhodamine probe, fluorescence polarization | inhibition, % at 3.39 µM | 340,000 tested, 0.28% active;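 active = inhibition above the screen-wide average of all tested compounds plus 3 SD, cut at about 25% in these data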;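 also: 0% = enzyme with DMSO only and 100% = wells lacking PAFAH1B3 protein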
PME-1 primary: PME-1 (human) inhibition. recombinant PME-1, FP-Rh probe fluorescence polarization. inhibition, % at 5.9 µM. 320,000 tested, 0.53% active;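 active = inhibition above the campaign mean of all compounds plus 3 SD, cut at about 26% in these data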;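 also: competitive labeling of PME-1 active site by serine hydrolase directed probe; 0% = PME-1 with DMSO and 100% = wells lacking PME-1 enzyme; inhibitors block probe labeling so polarization falls and inhibition rises; many of its hits are not listed in these tables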
PAD4 FP inh: blocks human protein arginine deiminase 4; Q9UM07; recombinant PAD4, RCA probe fluorescence polarization; inhibition, % at 6.36 µM; 330,000 tested, 0.41% active; AID 485272;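 active = percent inhibition above a cutoff equal to the mean of all tested compounds plus 3 SD, cut at about 15% in these data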;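 also: 0% = PAD4 with RCA probe and DMSO and 100% = probe without PAD4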
Target sequence (Q9UM07 whole entry, looked up): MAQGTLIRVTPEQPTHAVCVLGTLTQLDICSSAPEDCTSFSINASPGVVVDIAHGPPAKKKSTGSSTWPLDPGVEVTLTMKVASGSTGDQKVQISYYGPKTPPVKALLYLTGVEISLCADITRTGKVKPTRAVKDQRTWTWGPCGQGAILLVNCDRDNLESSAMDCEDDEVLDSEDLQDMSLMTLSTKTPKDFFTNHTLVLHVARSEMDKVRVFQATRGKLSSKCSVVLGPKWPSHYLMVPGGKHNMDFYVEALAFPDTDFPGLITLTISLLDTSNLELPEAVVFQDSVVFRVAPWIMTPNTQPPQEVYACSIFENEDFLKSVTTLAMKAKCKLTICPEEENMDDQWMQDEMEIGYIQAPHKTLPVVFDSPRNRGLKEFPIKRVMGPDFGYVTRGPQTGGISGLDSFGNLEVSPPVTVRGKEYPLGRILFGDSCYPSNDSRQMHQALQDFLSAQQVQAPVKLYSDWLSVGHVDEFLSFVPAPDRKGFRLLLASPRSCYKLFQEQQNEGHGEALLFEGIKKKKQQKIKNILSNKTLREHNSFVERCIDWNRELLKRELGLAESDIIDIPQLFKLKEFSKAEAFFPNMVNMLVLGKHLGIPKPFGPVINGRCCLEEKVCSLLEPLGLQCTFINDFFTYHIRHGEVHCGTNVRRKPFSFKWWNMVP
GSTO1 counter: counter-screen for RBBP9 inhibitors: inhibitors of human GSTO1; P78417; recombinant GSTO1, activity-based probe fluorescence polarization; inhibition, % at 5.96 µM; 300,000 tested, 1.1% active; AID 1974;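 active = inhibition above the campaign mean inhibition plus 3 SD, cut at about 35% in these data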;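 also: 0% = GSTO1-1 with DMSO and 100% = wells lacking GSTO1-1 enzyme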
* hit, by the source's call; x = not tested or not shown.

Values run as follows: LYPLA1 inh, PAFAH1B2 inh, PAFAH2 inh, PAFAH1B3 FP inh, PAD4 FP inh, Fam108B inh, pPAFAH FP inh, PME-1 primary, GSTO1 counter
COc1ccc(S(=O)(=O)CC2(O)CCN(C(=O)C(C)(C)C)CC2)cc1
→ 1.7, -0.3, 5.1, 6.5, 2.7, 0.2, -2.0, 3.2, -3.4
Cc1ccc2[nH]nc(C(=O)N3CCCC(C(=O)c4ccc(Cl)cc4)C3)c2c1 (centres undefined)
→ -2.3, 4.8, 2.8, 9.5, -0.4, -1.6, -2.2, -1.3, -1.8
COc1ccc2oc(C(=O)OCC(=O)NCc3ccccc3OC)c(C)c2c1
→ -3.8, -2.2, -1.2, 2.9, 0.8, -7.2, 4.2, -0.4, 2.5
O=C(NNC(=O)c1cnccn1)c1ccc(Cl)c(Cl)c1
→ 1.6, 5.5, 8.0, 11.4, 1.7, 5.3, 1.4, 2.1, 3.3
CCn1cc(C2C(C(=O)Nc3ccc(Br)cn3)=C(C)NC3=C2C(=O)CCC3)c(C)n1 (centres undefined)
→ -2.9, 0.4, -7.7, -4.1, -3.6, -2.1, 4.2, -0.7, 1.7
Cc1c(C(=O)NC2CCCCC2)oc2c1C(=O)CC(C)(C)C2
→ -2.5, 4.1, -3.5, -0.4, 1.1, 1.9, -3.1, 3.3, -6.2
COC(=O)C1=C(C)NC(=O)C1(NC(=O)CN1CCCC1=O)C(F)(F)F (centres undefined)
→ 0.4, 0.1, 0.4, 3.1, 1.4, -2.0, -0.8, 1.6, 0.9
Cc1c(C#N)c2ccccc2n1CCOc1ccccc1F
→ -7.2, -2.8, -5.8, 2.7, -2.7, -4.9, -0.8, -10.3, 0.9
COc1cccc(NC(=O)N2CCCC2C(=O)NCc2ccccc2)c1 (centres undefined)
→ -2.9, 4.5, -9.5, 0.6, -3.9, -1.0, 0.5, -2.3, 4.8
COc1ccc(NC(=O)C23CC4CC(C2)CC(n2cnc(Br)n2)(C4)C3)cc1Cl
→ 1.7, -4.9, -0.9, -11.4, -1.6, 3.5, 5.5, -21.5, -0.1
Clc1ccc(-c2onc3c2CCCC3)cc1
→ 0.2, 3.9, 7.4, 4.1, -1.4, -0.5, 5.9, -0.8, 29.5
COc1ccc(CN2C(=O)c3cccnc3C2=O)cc1S(=O)(=O)N1CCOc2ccc(C)cc21
→ -2.1, -2.0, 7.3, 5.2, -2.1, -3.3, -0.1, 3.3, 3.1
CC1CCC/C(=N\NS(=O)(=O)c2ccccc2)C1 (centres undefined)
→ -2.0, 5.1, 3.9, 11.8, -5.0, 3.1, 5.5, -2.5, 23.3
COc1ccc(N2CC(C(=O)OCC(=O)c3cccc(OC)c3)CC2=O)cc1 (centres undefined)
→ 5.7, 1.8, 6.2, 5.8, -3.4, 0.1, 13.0, 4.2, -1.8
O=C(NCCO)/C(=C\c1cccc([N+](=O)[O-])c1)NC(=O)c1ccco1
→ -1.7, -0.3, -4.9, 7.3, -1.7, -1.7, 3.7, 3.4, 5.3
CC(C)CC(=O)N1CCN(Cc2cccc(F)c2)CC1
→ 0.9, 3.2, 4.6, 5.8, -3.0, -2.1, 0.7, -0.4, -1.4
O=[N+]([O-])c1ccc(N2CCN(C(=S)Nc3ccc(F)cc3)CC2)cc1
→ 0.5, -0.8, -2.5, 0.5, -3.7, 3.9, 3.2, 2.2, 3.9
OC(CN1CCN(Cc2ccccc2)CC1)c1ccc(Br)cc1 (centres undefined)
→ 3.6, 2.2, 6.2, 1.0, 2.9, 0.8, -2.3, -2.4, 0.8
O=C1OCC2=C1C(c1ccc(F)cc1)Sc1ccccc1N2 (centres undefined)
→ -3.4, 6.0, 14.3, 10.8, -2.0, -0.5, 0.4, -1.9, -12.0
CCOC(=O)c1c(C)[nH]c(C)c1S(=O)(=O)NCCCc1ccco1
→ 2.2, -1.0, -1.0, 1.5, -3.4, 2.2, 4.8, 2.0, -6.7
CCN1C(=O)/C(=C/N2CCc3ccccc3C2)SC1=S
→ 0.4, 2.0, 2.1, 4.9, 2.5, 2.5, 4.5, 2.7, 4.1
COc1ccc(C(=O)N2CCCC(Nc3ccc(F)cc3)C2)cc1F (centres undefined)
→ 3.7, -6.9, -2.5, -4.0, -3.8, 3.2, -0.7, -1.2, 7.6
Fc1ccc(C2CCCN2Cc2nc(Cc3ccccc3)no2)cc1 (centres undefined)
→ 0.4, 8.0, -1.4, 1.5, -0.7, -2.0, 7.3, 2.0, 2.5
CCCn1cnc2scc(-c3ccc(OC)cc3)c2c1=O
→ -1.7, 8.8, -3.9, 0.2, -3.3, 3.3, 1.4, -5.0, 4.6
CC(C)CCNC(=S)Nc1ccc(F)cc1
→ 1.6, 5.7, 5.5, 6.2, -0.7, -1.3, 2.2, -3.3, 3.5
COC(=O)c1sc(SC)c(S(=O)(=O)C(C)C)c1N/N=C(\C#N)C(=O)c1ccccc1
→ 0.2, 9.8, 12.0, 2.2, 5.5, 7.2, 11.1, 13.1, 24.4
COC(=O)n1ccc(C(=O)Nc2ccccc2F)n1
→ 2.4, 3.7, 21.6, 2.6, -2.1, -0.1, -0.1, 1.8, 6.7
Cc1ccc(C(=O)CSc2nnnn2-c2ccccc2)o1
→ 1.5, -0.9, 0.2, 1.2, -3.6, 0.2, 2.3, 1.0, 6.1
Cc1ccc(C(=O)NC2CCCCCC2)cc1N1CCCC1=O
→ -1.1, 11.7, -1.5, 1.4, 2.6, 5.6, 6.3, -2.4, 2.8
C/C=C/c1ccc(OCCOc2ccc(C=O)cc2OC)c(OC)c1
→ 0.2, -4.8, 1.8, -4.3, -5.8, -0.4, 5.1, -2.0, 0.1
O=C(NCc1ccc(F)cc1)C1CCN(S(=O)(=O)N2CCOCC2)CC1
→ 1.4, 7.5, 3.9, 4.8, -6.7, -0.3, 2.6, -5.2, 3.7
COc1ccc(S(N)(=O)=O)cc1N(C)S(=O)(=O)c1ccccc1
→ 3.8, 9.5, 3.7, 5.7, 3.1, 6.3, 4.8, -3.4, -0.7
CCc1ccc(NC(=O)N2CCCCCC2)cc1
→ -2.8, 7.1, -2.3, 7.4, 1.9, 2.9, 2.5, 4.3, 4.7
COc1ccc(N(CC(=O)NCCSCc2ccco2)S(=O)(=O)c2ccccc2)cc1Cl
→ -0.4, 4.4, 12.6, 2.4, -0.5, -4.1, 4.7, 1.3, -0.6
CCOc1ccc(Br)cc1S(=O)(=O)Nc1ccc(C(=O)OCC(=O)N(C)c2ccccc2)cc1
→ -0.3, 0.3, 15.3, 1.6, 0.8, -1.6, 3.4, -1.9, 0.8
CCOC(=O)Cn1c(C)[n+](CC(=O)c2ccccc2)c2ccccc21
→ 1.8, -2.8, 5.2, 1.6, 5.1, -0.2, 3.3, 2.9, -8.0
COC(=O)c1cccc(NC(=O)CCNC(=O)c2ccco2)c1
→ -0.4, 3.9, 8.5, 11.8, -1.6, 1.5, -2.4, -3.1, -1.4
Cc1cccc(N2C(=O)/C(=C/c3cccnc3)SC2=S)c1
→ -0.2, 2.4, -0.4, 0.0, -2.7, 3.5, 12.0, -1.7, -18.3
COc1cc(C(=O)OCC(=O)c2ccc(S(=O)(=O)N3CCCCC3)cc2)cc(OC)c1OC
→ -6.5, -1.1, -5.0, -1.7, -4.3, x, 2.6, 2.2, x
O=C1NC2c3ccccc3CC2O1 (centres undefined)
→ -0.3, 10.0, 1.0, 10.6, -2.2, 2.8, 3.9, 0.7, 7.6
COC(=O)c1ccc(=O)c2nc3/c(=C/O)c(O)cc(=O)c3[nH]c12
→ -5.1, 60.3*, 81.2*, 65.6*, 14.2, 33.4*, 91.5*, 14.3, 74.7*
Cc1cccn2c(=O)nc(SCC(=O)N3CCCCC3)nc12
→ 0.2, 3.5, -0.1, 7.8, 2.7, 0.7, 6.7, -5.7, -1.4
COc1ccccc1C(=O)Nc1ccc(S(=O)(=O)Nc2cc(C)on2)cc1
→ -4.0, -1.3, -2.8, -2.0, -3.9, 1.8, 1.6, -4.1, 2.2
CC(O)CN1C(=O)C(CC(=O)Nc2ccc(Cl)cc2)SC1=Nc1ccccc1 (centres undefined)
→ -4.5, 0.6, -11.9, -1.2, -1.0, -4.7, 3.0, 3.3, 7.8
COCC(=O)Nc1ccccc1C(=O)NC(C)C
→ -1.3, -2.6, 0.8, 4.0, -1.2, 3.4, -2.8, 1.0, 4.4
c1ccc2[nH]c(CN3CCCCCC3)nc2c1
→ -1.3, 0.7, 1.4, 2.9, 2.8, -3.3, 8.5, 3.8, 3.1
COc1cc(OC)cc(-c2c(C#Cc3ccsc3)c3cc(-c4ccc(OC)nc4)ccc3n2C)c1
→ -1.7, -0.8, 13.2, 0.0, -1.9, x, -2.3, -13.1, x
CCOc1ccc(/C=C/C(=O)Nc2ccc(C(N)=O)cc2)cc1OC
→ 3.4, 0.9, 3.9, 5.2, -4.6, -2.8, 2.4, 3.3, -1.5
CCN(CC)C(=O)c1nc[nH]c1C(=O)O[C@@H](C)c1ccccc1
→ x, 3.2, -2.7, -5.9, -0.6, x, -0.9, x, x
CCc1nnc(SCc2cn3c(C)cc(C)nc3n2)n1N
→ 0.3, -1.1, -1.7, 13.9, -3.5, -0.7, 6.5, -3.1, 1.0

Further records:
Values run as follows: LYPLA1 inh, PAFAH1B2 inh, PAFAH2 inh, PAFAH1B3 FP inh, PAD4 FP inh, Fam108B inh, pPAFAH FP inh, PME-1 primary, GSTO1 counter
CC1(C)CC(=O)C2=C(C1)Nc1ccccc1NC2c1cc(Cl)ccc1O (centres undefined)
→ 3.5, 3.9, -4.3, 5.4, 2.3, -4.1, 2.8, 0.8, -4.9
COc1cc(/C=C2/NC(=O)N(Cc3ccccc3F)C2=O)cc(OC)c1OC
→ -5.4, -0.2, 6.0, 2.1, -2.6, -1.6, 5.0, 6.4, 5.9
CC(NC(=O)C1CCC(CNS(=O)(=O)c2ccccc2)CC1)c1ccccc1 (centres undefined)
→ -2.6, 10.4, 0.0, 4.2, -1.2, 1.2, 8.3, 7.8, 7.0
COc1ccc(S(=O)(=O)CCC(=O)NC2CCCCC2)cc1
→ 1.8, -1.6, -0.6, 5.1, 0.3, -4.7, 1.5, 5.7, 0.1
Cc1ccc2cc(CN(CC3CCCO3)C(=O)C(C)C)c(=O)[nH]c2c1 (centres undefined)
→ 2.0, 1.2, 1.4, -0.6, 3.5, 2.1, 5.0, -4.6, 2.4

A portion of the library (hit frequency here may not be typical).
